MBNL1-CUG inh: inhibitors of human MBNL1 binding to CUG repeat RNA | Q9NR56 | TR-FRET MBNL1-His/biotin-(CUG)12 binding, 665/545 ratio | Potency, µM (doses to about 57.5 µM), for the others: at the highest dose activity change, negative = inhibition, most hits filed as inhibitors | actives 0.036% (n = 280,000); active means well fitted inhibition curve with a large enough effect in the signal ratio, with a control signal flat, not every such curve was filed as active; inconclusive means small, poorly fitted or top-dose-only effect, or effect the other way, or a change in a side signal; inactive means no such curve, though single readings can be large or run the other way; the % refers to the signal ratio; further: potency means the concentration at half of the fitted maximal effect; on the % scale 0 is the no-effect control and ±100 the full control effect
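Ratiometric TR-FRET (665 over 545 nm, excitation 340 nm) tracks disruption of MBNL1-His/biotin-(CUG)12 complex after 60 min at room temperature, with compounds at 92 nM to 58 uM final.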
GALK inhibitor: blocks human galactokinase activity | actives 0.007% (n = 270,000) | P51570 | AID 1868 | Potency, µM (doses to about 57.5 µM), for inactives: at the highest dose activity change, negative = inhibition, usual class: inhibitors | Purified GALK, Kinase-Glo residual ATP luminescence; further: potency means the concentration at half of the fitted maximal effect; on the % scale 0 is the no-effect control and ±100 the full control effect
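Quantitative HTS: GALK 5 nM, ATP 35 uM, galactose 100 uM, 1 h room temperature, then luciferase-based ATP detection.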
USP2a block: blocks human ubiquitin-specific protease USP2a | USP2 core, Ub-CHOP2 coupled fluorogenic reporter, 485/531 | O75604 | actives 0.01% (n = 330,000) | Potency, µM (doses to about 38.3 µM), for the others: at the top dose activity change, negative = inhibition, hits mostly inhibitors;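 further: potency means the concentration at half of the fitted maximal effect; plate controls were DMSO wells for no effect and full inhibition by NEM control for full effect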
Target sequence (O75604 whole entry, looked up): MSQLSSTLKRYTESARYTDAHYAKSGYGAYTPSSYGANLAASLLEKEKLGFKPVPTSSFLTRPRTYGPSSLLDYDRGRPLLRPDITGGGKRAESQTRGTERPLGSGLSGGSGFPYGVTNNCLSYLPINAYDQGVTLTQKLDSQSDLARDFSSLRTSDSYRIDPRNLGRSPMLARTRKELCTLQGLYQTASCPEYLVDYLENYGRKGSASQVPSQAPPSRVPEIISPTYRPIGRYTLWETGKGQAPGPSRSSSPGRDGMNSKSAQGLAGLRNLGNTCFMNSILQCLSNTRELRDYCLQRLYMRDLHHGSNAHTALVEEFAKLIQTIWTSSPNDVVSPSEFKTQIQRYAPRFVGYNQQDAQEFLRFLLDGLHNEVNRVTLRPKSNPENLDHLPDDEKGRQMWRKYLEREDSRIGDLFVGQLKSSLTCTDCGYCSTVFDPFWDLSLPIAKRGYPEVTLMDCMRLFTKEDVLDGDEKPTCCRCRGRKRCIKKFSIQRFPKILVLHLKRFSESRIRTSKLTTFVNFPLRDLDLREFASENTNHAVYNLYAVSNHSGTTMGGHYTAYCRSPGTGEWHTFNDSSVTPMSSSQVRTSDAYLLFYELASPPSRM
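Deubiquitinase activity read as fluorescence (485/531 nm) after Ub-CHOP2 cleavage activates the enterokinase reporter on its substrate; USP2 core 10nM, Ub-CHOP2 and substrate 25nM each, 30min compound preincubation then 60min RT; data normalized to NEM, curves fitted.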
BCR signal inh: blocks chronic active B-cell receptor signaling; ABC-DLBCL IkBa-CBG/CBR reporter, luminescence ratio, 4 h; Potency, µM (highest dose often 46.1 µM), inactives show top-dose ratio change, negative = lower green/red ratio, actives largely listed as inhibitors; actives 0.05% (n = 340,000); active means well fitted inhibition curve with a large enough effect in the signal ratio, with a control signal flat, not every such curve was filed as active; inconclusive means small, poorly fitted or top-dose-only effect, or effect the other way, or a change in a side signal; the % refers to the signal ratio;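 further: potency means the concentration at half of the fitted maximal effect; plate controls were basal doxycycline-induced cells for no effect and cells given 10 µM MG132 for full effect; MG132 reads +100%, hits lower the ratio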
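TMD8 ABC-DLBCL cells carrying doxycycline-inducible green luciferase fused to IkappaBalpha plus unfused red luciferase were exposed to compounds (up to 46 uM) for 4 hrs at 37C. Activity came from the overlap-corrected green/red luminescence ratio.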
Eya2 phos inh: inhibitors of human Eya2 phosphatase activity | O00167 | recombinant Eya2, OMFP fluorescence dephosphorylation (OMFP is methylfluorescein phosphate) | Potency, µM (series often up to 76.9 µM), without a hit: at the highest dose activity, negative = inhibition, usual class: inhibitors | actives 0.006% (n = 330,000) | AID 488837; further: potency means the concentration at half of the fitted maximal effect; on the % scale 0 is the no-effect control and ±100 the full control effect
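Eya2 (0.2 uM) preincubated 10 min at ambient with compound, then OMFP substrate added at 50 uM; 10 min reaction in 50 mM HEPES pH 7.5, 50 mM NaCl, 5 uM MgCl2, 0.05% BSA, 1 mM DTT. Fluorescence read at Ex 485/Em 525 nm.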
Menin MLL FP TR: menin-MLL binding inhibition, Texas Red mutant peptide; Menin + Texas Red MLL mutant peptide, fluorescence polarization; Potency, µM (top dose mostly 61.6 µM), without a hit: top-dose FP activity change, negative = inhibition, most hits filed as inhibitors; actives 0.23% (n = 270,000); active means well fitted inhibition curve with a large enough effect in the polarisation, with a control signal flat, not every such curve was filed as active; inconclusive means small, poorly fitted or top-dose-only effect, or effect the other way, or a change in a side signal; inactive means no such curve, though single readings can be large or run the other way; the % refers to the polarisation; further: potency means the concentration at half of the fitted maximal effect; % of control where 0% means no effect; many of its hits are not listed in these tables
hERG WT inh: KCNH2 (human, wildtype) channel inhibition. activity change, % at 1.84 µM. U2OS, BacMam KCNH2, thallium flux FluxOr; stronger effect = lower value. actives 0.37% (n = 340,000). AID 720551. Q12809;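 active means maximum activity change below -70%; inconclusive means maximum activity change between -70% and -50%; inactive means maximum activity change above -50%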; further: on the % scale 0 is the no-effect control and ±100 the full control effect
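U2OS cells transduced with wild-type KCNH2 virus are loaded with FluxOr dye for 45 min, and thallium flux is measured in kinetic reads before and after stimulation buffer. Rate constants are normalized to DMSO controls.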
S-ASM inh: inhibitors of human secretory acid sphingomyelinase; P17405; placental ASM, HMU-PC fluorogenic substrate, 60 min; Potency, µM (highest dose often 57.5 µM), inactives show top-dose activity change, negative = inhibition, usual class: inhibitors; actives 0.006% (n = 340,000); AID 504937; further: potency means the concentration at half of the fitted maximal effect
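Human placenta-derived ASM preincubated with compound 10 min at room temperature, then reacted with 9 uM (final) fluorogenic HMU-PC substrate for 60 min at 37 C. Stop solution raises pH to 10; fluorescence read at Ex 386/Em 447 nm.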
TSHR antagonist: blocks TSH signaling through the human TSH receptor; AID 504810; actives 0.2% (n = 330,000); activity change, negative = inhibition, % at 11.5 µM; TSHR-expressing cells, TSH-stimulated cAMP HTRF, 2 h; stronger effect = lower value;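 active means activity change below a set negative limit, meaning inhibition stronger than a set level, cut at about -70% in these data; inconclusive means activity change between two set negative limits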; further: on the % scale 0 is the no-effect control and ±100 the full control effect
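TSHR-expressing cells, 200/well, pre-treated with compound, then stimulated with EC80 TSH (4nM final) for 2 hours at 37 deg C. cAMP measured by competitive HTRF: anti-cAMP cryptate antibody in lysis buffer plus cAMP-d2, read after 30 minutes at room temperature.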
Mito fusion act: inhibitors of mitochondrial division or activators of mitochondrial fusion. AID 485298. S. cerevisiae fusion-defective mutant growth rescue, CellTiterGlo 48 h. actives 0.23% (n = 320,000). Potency, µM (doses to about 46.1 µM), for the others: top-dose growth rescue (activation), most hits filed as activators;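 further: potency means the concentration at half of the fitted maximal effect; % of control where 0% means no effect; nearly all actives have a fitted effect of over 45% in size; temperature-sensitive fusion mutants such as fzo1-1 at 37 °C on non-fermentable ethanol glycerol medium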
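Temperature-sensitive fusion-defective S. cerevisiae (e.g. fzo1-1, mgm1-5) were grown with compound in YPEG medium (3% ethanol, 3% glycerol) for 48 hours at 37C. Growth rescue was measured as viability by CellTiterGlo luminescence after 10 minutes at ambient.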
PKM2 activator: PKM2 (human) enzyme activation; purified PKM2, Kinase-Glo ATP luminescence, activation; response scale: 0% is enzyme alone, no compound; AID 1631; actives 0.34% (n = 260,000); Potency, µM (doses to about 57.5 µM), inactives show at the top dose activation, most hits filed as activators; P14618; further: potency means the concentration at half of the fitted maximal effect; on the % scale 0 is the no-effect control and ±100 the full control effect; nearly all actives have a fitted effect of over 55% in size
Target sequence (P14618 whole entry, looked up): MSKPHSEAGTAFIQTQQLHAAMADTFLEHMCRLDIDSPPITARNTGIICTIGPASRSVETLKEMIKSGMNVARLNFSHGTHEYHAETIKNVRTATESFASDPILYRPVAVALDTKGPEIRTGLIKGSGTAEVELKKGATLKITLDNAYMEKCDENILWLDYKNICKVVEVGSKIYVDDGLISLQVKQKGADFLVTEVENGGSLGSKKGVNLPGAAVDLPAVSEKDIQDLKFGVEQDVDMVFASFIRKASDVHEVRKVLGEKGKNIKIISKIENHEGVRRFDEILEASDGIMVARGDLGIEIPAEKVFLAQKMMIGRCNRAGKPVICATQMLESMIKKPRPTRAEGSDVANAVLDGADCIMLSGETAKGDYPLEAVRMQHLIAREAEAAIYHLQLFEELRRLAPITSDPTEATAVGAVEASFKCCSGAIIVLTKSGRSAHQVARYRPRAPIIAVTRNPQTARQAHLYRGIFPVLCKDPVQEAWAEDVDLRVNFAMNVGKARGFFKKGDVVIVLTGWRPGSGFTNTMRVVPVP
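Kinase-Glo luminescence reports ATP generated from ADP (0.1 mM) and PEP (0.5 mM) by purified hPK-M2 after 1 h at room temperature, pH 7.2 imidazole buffer; intermediate enzyme activity allows detecting inhibitors and activators.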
Starred values were filed as active, the others as inactive; ? = inconclusive; / = not tested or not shown; [ ] = another dose, or the depositor's remark. Unless noted, the call rests on the fitted dose curve; in most records, active means well fitted curve in the direction sought with a large enough effect; inconclusive means small, poorly fitted or top-dose-only effect, or another doubt; inactive means no such curve, though single readings can be large; an effect the other way counts as inactive or inconclusive.

SMILES	MBNL1-CUG inh	GALK inhibitor	USP2a block	BCR signal inh	Eya2 phos inh	Menin MLL FP TR	hERG WT inh	S-ASM inh	TSHR antagonist	Mito fusion act	PKM2 activator
Cc1cc([N+](=O)[O-])nn1CCCC(=O)Nc1ccc(Cl)cc1Cl	7%	1%	1%	0%	6%	1%	-8	-2%	4	1%	5%
COc1cc(C(=O)N2CCN(Cc3ccc4c(c3)OCO4)CC2)cc(OC)c1OC	-20%	-6%	-2%	0%	2%	-24%	7	1%	9	-2%	6%[11.5 µM]
CC(CC(=O)O)CC(=O)Nc1cc([N+](=O)[O-])ccc1O (stereo unspecified)	?	1%	-2%	0%	2%	7%	-7	-1%	-12	2%	5%
CN(Cc1ccccc1)C(=O)C1CCCN(Cc2cccc(Cl)c2)C1 (stereo unspecified)	/	10%	0%	-3%	-6%	?	-16	4%	5	9%	-3%
COc1ccc(N2CCN(S(=O)(=O)CCNC(=O)COc3ccccc3OC)CC2)cc1	-8%	-3%	2%	-8%	9%	-2%	-3	-4%	-10	-1%	/
COc1ccc(/C=N/Nc2c(Cl)cc(Cl)cc2Cl)cc1CN1CCOCC1	219%[activator]	-27%	-3%	-2%	-9%	-15%	3	-2%	4	0%	5%
COc1ccccc1C(=O)N1CCN=C1c1ccccc1	4%	2%	0%	7%	-19%	-2%	-14	5%	21	-4%	7%
O=[N+]([O-])c1cc(-n2cccc2)ccc1N1CCOCC1	?	2%	2%	0%	-23%	-16%	-9	-5%	0	2%	-6%
CCCCNS(=O)(=O)c1ccc(S(=O)(=O)n2cnc3ccccc32)cc1	28%	-2%	1%	5%	-3%	-11%	6	4%	-12	-4%	9%
CC(C)NS(=O)(=O)c1ccc(OCC(=O)Nc2ccc3c(c2)OCCO3)cc1	-2%	-3%	1%	4%	-14%	2%	-8	4%	-7	-5%	-1%
O=C(CN1C(=O)NC2(CCCC2)C1=O)OCC(=O)c1cccc(Cl)c1	/	/	-2%	2%	4%	/	-33	-3%	-9	-4%	/
O=C(COC(=O)c1cccnc1Cl)Nc1cccc(S(=O)(=O)N2CCCCC2)c1	13%	1%	1%	-16%	4%	8%	-5	2%	-13	-1%	-2%
COc1cc(/C=C/C(=O)NC(C)CCc2ccccc2)cc(OC)c1OC (stereo unspecified)	2%	0%	6%	-6%	-5%	-8%	16	-2%	13	0%	-14%
CC(=O)Nc1ccc(NC(=O)C(C)OC(=O)/C=C/c2cccs2)cc1 (stereo unspecified)	22%	10%	3%	2%	5%	7%	7	-5%	-5	-4%	-2%
CCCC(=O)N1CCCC(c2nc(-c3cccc(OC)c3)no2)C1 (stereo unspecified)	-5%	-4%	5%	-9%	-1%	-1%	/	3%	-6	3%	4%
COc1ccccc1OCC(=O)N(Cc1nc(-c2ccc(Cl)cc2)no1)C(C)C	-11%	1%	4%	-22%	17%	-2%[11.7 µM]	-13	-21%	-11	21%	-13%
CC(=O)Nc1ccc(S(=O)(=O)N(Cc2ccccc2)c2ccccc2)cc1	-8%	-3%	-2%	?	4%	69%[activator]	-3	-8%	6	-14%	7%
C[C@@H](CN1C2=NC[C@H](Cc3ccc(O)cc3)N2C[C@H]1Cc1ccc(O)cc1)NC(=O)CCC1CCCCC1	-18%	6%	0%	-23%	12%	?	15	1%	0	6%	0%
COC(=O)C(Cc1cnc[nH]1)NC(=O)C1CCC(=O)N1 (stereo unspecified)	-8%	-1%	-1%	0%	22%	-2%	11	0%	4	-3%	-2%
Cc1cc2ccccc2c(=O)n1CC(=O)NCCC1=CCCCC1	16%	8%	-1%	0%	10%	-10%	3	0%	8	16%	/
O=C(O)CN1C(=O)CSc2ccccc21	0%	9%	3%	-2%	0%	4%	2	6%	1	-1%	-2%
Cc1cccc(NC(=O)CCS(=O)(=O)c2cccc3nonc23)c1C	?	-1%	2%	-15%	?	?	8	5%	12	-4%	-4%
CCOc1nc(-c2ccc(C)cc2)ccc1-c1noc(COC)n1	4%	-6%	0%	18%	-8%	18%	-9	-2%	-13	7%	-18%
Cc1ccc(C(=O)N/N=C\c2ccccc2[N+](=O)[O-])cn1	?	0%	-4%	?	-8%	-1%	0	0%	18	5%	-12%
Cc1ccc(NS(=O)(=O)c2c(C)[nH]c(=O)[nH]c2=O)cc1C	3%	3%	-1%	-1%	-1%	5%	-12	-2%	0	1%	10%

Next part
SMILES	MBNL1-CUG inh	GALK inhibitor	USP2a block	BCR signal inh	Eya2 phos inh	Menin MLL FP TR	hERG WT inh	S-ASM inh	TSHR antagonist	Mito fusion act	PKM2 activator
COc1cc2c(cc1OC)CN(C(=O)CSc1nc(N)c(C#N)cc1C#N)CC2	27%	-4%	2%	10%	-5%	-11%	5	-1%	0	-1%	?
COC(=O)CCC(=O)N1CCOCCOCCOCC1	-11%	6%	1%	0%	2%	1%	-4	2%	2	3%	-1%
CCOCCCn1cnc2c3cc(F)ccc3n(C)c2c1=O	/	4%	2%	-20%	-29%	/	-20	0%	-5	8%	1%
COc1cc2c(cc1OC)C(CSc1ccccc1C(=O)O)=NC(C)(C)C2	-8%	-1%	3%	-29%	17%	-22%	12	0%	7	1%	3%
O=C(NN=Cc1ccc(O)cc1)c1ccccc1NS(=O)(=O)c1cccs1	/	/	-2%	-5%	-11%	/	-19	0%	/	/	/
Cc1ccc(CNC(=O)CCOc2ccc(C(C)(C)C)cc2)cc1	-1%	1%	1%	15%	-36%	0%	-4	3%	-2	10%	0%
CC(C)(C)OCC(O)CN1CCN(C(=O)c2ccccc2)CC1 (stereo unspecified)	-3%	1%	-1%	0%	-22%	-2%	-26	3%	-8	-7%	-25%
COC(=O)C1Cc2ccccc2CN1C(=O)CCl (stereo unspecified)	-3%	1%	1%	?	5%	0%	6	1%	-3	-2%	-9%
CC1=[N+]([O-])C(N2CCOCC2)C(O)(c2ccccc2)C1 (stereo unspecified)	-4%	8%	-1%	-3%	-1%	8%	25	4%	-3	-3%	-3%
COC(=O)c1c(C)[nH]c(C(=O)OC(C)C(=O)N2CCOCC2)c1C (stereo unspecified)	/	/	-1%	0%	16%	/	-3	4%	12	-8%	/
O=C(COC(=O)C12CC3CC(CC(O)(C3)C1)C2)Nc1ccc(Cl)c(S(=O)(=O)N2CCOCC2)c1	/	/	4%	-2%	-4%	/	4	-2%	-9	/	/
CCc1c(C)nc(N)n2c(SCC(=O)N3CCN(c4ccccc4OC)CC3)nnc12	7%	5%	1%	6%	7%	-7%	/	/	-7	1%	-1%
CCN1C(=O)[C@H]2[C@@H](c3ccc(C)cc3)N3C(=O)N(c4ccc(OC)cc4)C(=O)[C@@]3(C)[C@H]2C1=O	1%	/	1%	3%	13%	-1%	-15	0%	-8	1%	2%
O=C(c1cc(COc2ccc(F)cc2Cl)on1)N1CCN(c2cnccn2)CC1	-8%	-2%	4%	4%	-7%	5%	-7	7%	-1	2%	1%
O=C(NCC1CCCO1)c1cccc(NC(=O)c2ccccc2)c1 (stereo unspecified)	-4%	4%	-1%	?	5%	/	-7	2%	4	2%	-1%
C=C(C(=O)c1ccccc1)C(C)CC(=O)c1ccccc1 (stereo unspecified)	-4%	-4%	1%	?	3%	-2%	13	0%	-19	1%	0%
CCN1CCN(c2ccccc2NC(=O)c2ccc(-n3cccn3)cc2)CC1	/	/	1%	-14%	-2%	/	2	1%	5	-14%	/
O=C(CSCc1ccc(Cl)cc1)Nc1cccc(C(=O)Nc2ccccc2C(=O)O)c1	-2%	-4%	2%	?	22%	?	1	-13%	-13	-6%	-1%
COc1ccccc1C(=O)N/C(=C/c1ccc(Br)cc1)C(=O)NCCCn1ccnc1	18%	-6%	1%	0%	10%	/	-125*	-1%	-3	-1%	/
COc1ccc(C2SCC(=O)N2c2nc3ccccc3s2)cc1 (stereo unspecified)	12%	-3%	-5%	7%	-2%	42%[activator]	/	35%[activator]	-13	8%	1%

Source: PubChem BioAssay (National Center for Advancing Translational Sciences (NCATS))

The list is partial, so the mix of outcomes need not match the whole.
